# Screening data deposited in PubChem by several laboratories.
# PfHsp40 rescue: compounds rescuing yeast from Plasmodium falciparum HSP40 toxicity; AID 504582; S. cerevisiae expressing PfHsp40, growth rescue, ATP luminescence; growth rescue, % at 12.5 µM; 340,000 tested, 0.68% active; in the data active = growth rescue above about 28%, passing the limit was not always enough; inconclusive = no clear call, values can overlap the other calls;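 also: yeast W303a lacking pdr1 and pdr3 grown in galactose medium; growth measured after three days at 30 °C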
# Anthrax LF prot: blocks Bacillus anthracis lethal factor protease | P15917 | multiplex microsphere protease cleavage assay, LF | inhibition, % at 10 µM | 360,000 tested, 0.12% active; also: plate controls were buffer without enzyme for full effect and enzyme alone for no effect
# SSB-PriA inh: K. pneumoniae PriA-SSBct interaction inhibition | 430,000 tested, 0.6% active | AlphaScreen SSBct-PriA binding, biotinylated peptide | inhibition, % at 33 µM; in the data active = inhibition mostly above about 37%, no sharp cut-off; inactive = mostly below about 20%;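 also: plate controls were negative control peptide for no effect and reference peptide for full effect; strong numbers were not always called active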
# Y pestis TopoI: blocks Yersinia pestis topoisomerase I activity | Y. pestis Topo-I cleavage product accumulation, plate reader | activity, % at 10 µM | 360,000 tested, 0.064% active; in the data active = activity above about 50%, passing the limit was not always enough; inconclusive = no clear call, values can overlap the other calls; also: inactives centre near 2
# TcdB GH inh: inhibitors of Clostridioides difficile toxin B glycohydrolase; P18177; TcdB glycohydrolase enzymatic assay, plate reader; inhibition, % at 9.99 µM; 350,000 tested, 0.24% active; AID 652162; in the data active = inhibition above about 10%
# Target sequence (P18177 whole entry, looked up): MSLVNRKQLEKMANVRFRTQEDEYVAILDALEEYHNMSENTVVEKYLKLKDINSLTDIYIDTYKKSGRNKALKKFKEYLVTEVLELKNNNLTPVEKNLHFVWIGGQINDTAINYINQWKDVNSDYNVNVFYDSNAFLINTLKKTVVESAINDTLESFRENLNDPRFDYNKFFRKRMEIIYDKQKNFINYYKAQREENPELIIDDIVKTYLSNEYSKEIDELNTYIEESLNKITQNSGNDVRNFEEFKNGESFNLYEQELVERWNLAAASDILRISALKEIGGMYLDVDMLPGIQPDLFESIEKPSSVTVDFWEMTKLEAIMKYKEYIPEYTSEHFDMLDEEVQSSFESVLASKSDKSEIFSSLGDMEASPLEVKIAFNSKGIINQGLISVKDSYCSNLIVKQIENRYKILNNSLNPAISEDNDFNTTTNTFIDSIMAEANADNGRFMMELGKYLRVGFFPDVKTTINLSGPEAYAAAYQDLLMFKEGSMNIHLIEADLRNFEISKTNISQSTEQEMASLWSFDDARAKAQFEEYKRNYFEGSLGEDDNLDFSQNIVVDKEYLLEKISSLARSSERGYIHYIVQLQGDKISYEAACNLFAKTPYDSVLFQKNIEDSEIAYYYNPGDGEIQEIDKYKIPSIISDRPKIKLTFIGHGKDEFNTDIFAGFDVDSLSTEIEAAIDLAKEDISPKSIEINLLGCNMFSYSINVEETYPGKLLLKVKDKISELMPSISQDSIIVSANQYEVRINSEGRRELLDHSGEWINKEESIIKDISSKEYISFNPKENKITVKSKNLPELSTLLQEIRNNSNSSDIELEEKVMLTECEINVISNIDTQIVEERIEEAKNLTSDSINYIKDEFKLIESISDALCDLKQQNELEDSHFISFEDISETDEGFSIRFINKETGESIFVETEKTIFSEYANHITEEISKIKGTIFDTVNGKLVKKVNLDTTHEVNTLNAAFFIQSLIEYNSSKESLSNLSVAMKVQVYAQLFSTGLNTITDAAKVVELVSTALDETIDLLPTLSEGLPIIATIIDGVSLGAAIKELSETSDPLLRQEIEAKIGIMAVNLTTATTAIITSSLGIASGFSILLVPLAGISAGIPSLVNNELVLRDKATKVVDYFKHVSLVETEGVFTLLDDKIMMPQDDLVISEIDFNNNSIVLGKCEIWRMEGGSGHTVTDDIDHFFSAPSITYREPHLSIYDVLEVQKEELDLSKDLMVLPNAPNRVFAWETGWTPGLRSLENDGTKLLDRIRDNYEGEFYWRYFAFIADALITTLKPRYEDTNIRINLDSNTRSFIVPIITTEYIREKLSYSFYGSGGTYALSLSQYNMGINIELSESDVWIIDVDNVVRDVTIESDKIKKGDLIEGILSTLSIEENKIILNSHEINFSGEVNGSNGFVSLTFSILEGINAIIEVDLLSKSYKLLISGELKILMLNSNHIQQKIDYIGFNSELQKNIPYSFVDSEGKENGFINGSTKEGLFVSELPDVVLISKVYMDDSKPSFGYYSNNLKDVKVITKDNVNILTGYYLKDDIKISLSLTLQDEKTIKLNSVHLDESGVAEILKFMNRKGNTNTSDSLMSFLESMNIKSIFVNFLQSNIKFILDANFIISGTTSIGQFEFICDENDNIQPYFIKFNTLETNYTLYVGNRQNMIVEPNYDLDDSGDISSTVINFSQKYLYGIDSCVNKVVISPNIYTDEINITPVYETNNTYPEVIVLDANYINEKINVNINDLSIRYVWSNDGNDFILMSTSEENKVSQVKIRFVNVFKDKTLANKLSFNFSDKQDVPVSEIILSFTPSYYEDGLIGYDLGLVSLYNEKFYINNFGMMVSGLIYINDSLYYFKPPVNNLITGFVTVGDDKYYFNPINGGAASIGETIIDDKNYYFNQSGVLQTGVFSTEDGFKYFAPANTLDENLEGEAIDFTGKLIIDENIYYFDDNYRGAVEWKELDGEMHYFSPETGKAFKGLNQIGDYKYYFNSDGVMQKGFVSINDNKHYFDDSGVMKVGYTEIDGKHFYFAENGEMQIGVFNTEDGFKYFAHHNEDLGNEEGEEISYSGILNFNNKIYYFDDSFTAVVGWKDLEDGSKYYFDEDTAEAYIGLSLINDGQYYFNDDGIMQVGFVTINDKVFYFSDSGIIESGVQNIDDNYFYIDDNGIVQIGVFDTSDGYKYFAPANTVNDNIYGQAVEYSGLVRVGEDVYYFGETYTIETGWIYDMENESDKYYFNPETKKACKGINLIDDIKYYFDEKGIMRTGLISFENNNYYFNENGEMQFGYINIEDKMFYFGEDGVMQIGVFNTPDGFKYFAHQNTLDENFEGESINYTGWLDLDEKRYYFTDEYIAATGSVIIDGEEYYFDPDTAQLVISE
# BH1578 lux ind: induces V. cholerae light production without autoinducers; V. cholerae BH1578 lux reporter, luminescence, 6 h; activation, % at 18.7 µM; 350,000 tested, 0.16% active; AID 588436; in the data active = activation mostly above about 9.7%, no sharp cut-off; inconclusive = no clear call, values can overlap the other calls; inactive = mostly below about 3.7%; also: not every result past the cut was called active; inactives centre near 0; reference of the scale not given here
# 3CLpro inhibitor: SARS-CoV 3CLpro protease inhibition. inhibition, % at 6 µM. AID 1706. 290,000 tested, 0.14% active. recombinant SARS-CoV 3CLpro, quenched FRET peptide cleavage; in the data active = inhibition above about 12%
# CCHFV vOTU inh: CCHFV vOTU protease inhibition | Pep-AMC fluorescence | inhibition, % at 11.5 µM | 370,000 tested, 0.55% active | AID 651958; in the data active = inhibition above about 30%; also: 0% = vehicle wells with enzyme and 100% = no enzyme wells
# DUSP3 inh: blocks human VHR1 dual specificity phosphatase; AID 1654; 290,000 tested, 0.52% active; P51452; inhibition, % at 13.3 µM; recombinant VHR phosphatase, pNPP absorbance; in the data active = inhibition above about 50%; also: some compounds called inactive have numbers as strong as hits
# BoNT-A LC inh2: BoNT A light chain protease inhibition; 360,000 tested, 0.17% active; multiplex microsphere protease substrate cleavage, flow cytometry; AID 588499; inhibition, % at 10 µM; also: plate controls were buffer without enzyme for full effect and enzyme alone for no effect
# The depositor's hits bear a star; i = inactive; ? = inconclusive; / = not tested or not shown. Rule as the data show it, unless noted: active = inhibition above about 30%; inconclusive = no clear call, values can overlap the other calls; inactive = below that. Some of the compounds tested; the hit share may differ from the screen's.
No.	molecule	PfHsp40 rescue	Anthrax LF prot	SSB-PriA inh	Y pestis TopoI	TcdB GH inh
1	CC1CC(C)CN(C(=O)Cn2cc(C=O)c3ccccc32)C1 (stereo unspecified)	1.0	1	-1	2	1.3
2	CCOc1cc(C(=S)N2CCCCC2)ccc1OCC(=O)NCc1ccccc1	-0.2	-1	7	33	-0.1
3	CC(=O)Nc1ccc(NC(=O)C(C)Sc2nnc(-c3cccs3)o2)cc1 (stereo unspecified)	0.1	0	0	4	0.6
4	CCc1ccc(CNC(=O)C2CC(=O)N(CCc3ccc(C)cc3)C2)cc1 (stereo unspecified)	1.0	-1	-6	22	/
5	CCOC(=O)c1c(NC(=O)CN2CCCCC2)sc2c1CCN(C(=O)OCC)C2	-0.1	2	6	4	1.3
6	O=C(c1ccc2c(c1)OCO2)C1CCCN(Cc2c(F)ccc(F)c2F)C1 (stereo unspecified)	-0.6	2	4	18	-0.6
7	CCOC(=O)c1cnn(-c2ccccc2)c1NC(=O)C(F)(F)C(F)(F)C(F)(F)F	-0.4	-2	-20	12	/
8	CCc1nc2c(OCc3ccc(C(=O)N(C)C)cc3)cccn2c1N(C)C(=O)c1ccc(C)cc1	/	-6	/	25	-0.4
9	Cc1ccc(S(=O)(=O)N2CCCCC2)cc1C(=O)NCCC1=CCCCC1	/	2	-11	3	-1.6
10	Cc1cc(=O)n2ccsc2n1	-1.0	-4	-2	-2	1.0
11	N#CCc1ccc(Oc2ccc([N+](=O)[O-])cn2)cc1	1.0	-5	9	1	1.1
12	O=C(O)CN1CCCCC1	0.0	-4	-3	2	0.0

No.	BH1578 lux ind	3CLpro inhibitor	CCHFV vOTU inh	DUSP3 inh	BoNT-A LC inh2
1	-0.3	-5	-10	8	-0.6
2	-0.7	3	-1	-16	?
3	-0.4	3	-10	6	-0.2
4	-6.2	-1	6	0	-0.1
5	-1.4	6	0	19	-3.0
6	-0.3	3	19	-13	0.7
7	-0.4	0	25	19	-0.5
8	0.3	/	1	/	-0.2
9	i	/	11	/	1.1
10	-0.7	1	-5	-2	-0.2
11	i	-2	4	-13	0.3
12	-1.6	-13	-7	-1	0.1

# Next results.
No.	molecule	PfHsp40 rescue	Anthrax LF prot	SSB-PriA inh	Y pestis TopoI	TcdB GH inh
13	O=C(/C=C/N1CCN(Cc2ccccc2)CC1)C(F)(F)F	-2.6	3	-1	4	0.6
14	CC1CCN(CCCNC(=O)C2CC(=O)N(CCc3ccccc3)C2)CC1 (stereo unspecified)	-0.2	-2	2	5	0.5
15	Cn1nnc2c[n+](CC(=O)c3ccc(Cl)cc3)cc(Br)c21	/	3	1	4	0.7
16	CCOC(=O)c1sc2nc(CC(C)C)c3c(c2c1N)CCC3	0.1	2	-7	-1	/
17	CC(C)(C)c1ccc(SC2=C[C@@]3(O)CC[C@@H](O)[C@@](Sc4ccc(C(C)(C)C)cc4)(C2=O)[C@H]3O)cc1	/	0	/	/	-0.2
18	O=C(NNC(=S)NC(=O)c1cccs1)c1ccc(O)cc1	-1.9	0	-15	2	-2.1
19	COc1ccccc1C1CC(=O)NC(C)=C1C(=O)OC(C)C (stereo unspecified)	0.3	-5	0	-2	0.0
20	Cn1c(CN2CCN(C(=O)COc3ccccc3)CC2)nc2cc([N+](=O)[O-])ccc21	1.7	-4	4	1	0.2
21	COc1ccccc1CNc1nc(Nc2ccccc2-n2cccn2)c2sccc2n1	/	-3	/	11	-0.8
22	N#Cc1ccc(CN2CCN(CC(=O)Nc3ccccc3C(=O)NC3CC3)CC2)cc1	0.3	-2	-15	6	0.2
23	CCOc1ccc(C(c2c(C)[nH][nH]c2=O)c2c(C)[nH][nH]c2=O)cc1OC	1.1	0	-3	8	/
24	Cc1ccc(S(=O)(=O)N2CCC(C(=O)N/N=C/c3cccn3C)CC2)cc1	-0.6	-6	/	9	1.0

No.	BH1578 lux ind	3CLpro inhibitor	CCHFV vOTU inh	DUSP3 inh	BoNT-A LC inh2
13	-0.4	2	1	14	0.1
14	0.2	1	9	71	0.5
15	-0.6	-2	-4	25	0.3
16	-0.3	2	-10	-5	0.3
17	/	/	26	/	0.3
18	-0.2	-3	10	-9	-0.1
19	i	3	3	11	0.3
20	-1.0	-4	-7	-1	0.8
21	i	/	5	/	-0.1
22	-0.2	/	-4	/	-0.5
23	i	-2	12	8	0.0
24	i	/	3	/	0.0

# Three compounds drawn at random from those above:
No.	molecule	PfHsp40 rescue	Anthrax LF prot	SSB-PriA inh	Y pestis TopoI	TcdB GH inh
23	CCOc1ccc(C(c2c(C)[nH][nH]c2=O)c2c(C)[nH][nH]c2=O)cc1OC	1.1	0	-3	8	/
17	CC(C)(C)c1ccc(SC2=C[C@@]3(O)CC[C@@H](O)[C@@](Sc4ccc(C(C)(C)C)cc4)(C2=O)[C@H]3O)cc1	/	0	/	/	-0.2
9	Cc1ccc(S(=O)(=O)N2CCCCC2)cc1C(=O)NCCC1=CCCCC1	/	2	-11	3	-1.6

No.	BH1578 lux ind	3CLpro inhibitor	CCHFV vOTU inh	DUSP3 inh	BoNT-A LC inh2
23	i	-2	12	8	0.0
17	/	/	26	/	0.3
9	i	/	11	/	1.1

# More results:
No.	molecule	PfHsp40 rescue	Anthrax LF prot	SSB-PriA inh	Y pestis TopoI	TcdB GH inh
25	O=C1C2CCCN2C(c2ccc(Cl)cc2)N1c1nccs1 (stereo unspecified)	-1.6	1	-16	-2	/
26	Cc1cccc2c1c(N=NC(N)=S)c(O)n2C1OC(CO)C(O)C(O)C1O (stereo unspecified)	-0.3	-15	1	-6	0.8
27	CN(C)S(=O)(=O)c1ccc(N2CCCC2)c(C(=O)N2CCN(c3ccc([N+](=O)[O-])cc3)CC2)c1	-0.2	-3	-8	1	0.3
28	CC1CCCCC1NC(=O)Cn1cc([N+](=O)[O-])ccc1=O (stereo unspecified)	-0.5	-1	-14	3	5.3
29	CCOC(=O)C1CCN(C(=O)NS(=O)(=O)c2ccc(C)cc2)CC1	0.2	-1	5	9	0.1
30	CN(CC(=O)Nc1ccccc1C(F)(F)F)C(=O)c1cc2c(s1)CCCCC2	-0.3	1	-13	4	0.7
31	O=S1(=O)CCN(C2CCCCCC2)CC1	/	2	/	0	0.5
32	Cc1cccc(NC(=O)CC(C)S(=O)(=O)c2ccc3c(c2)NC(=O)CO3)c1C (stereo unspecified)	-0.2	2	-6	-1	0.7
33	COc1cccc(CC(NC(C)=O)C(=O)NC2CCN(S(=O)(=O)c3ccc(NC(C)=O)cc3)CC2)c1OC (stereo unspecified)	11	-1	-2	-1	1.9
34	CC(=O)N1CCC2(CC1)CC(=O)c1cc(Cl)ccc1O2	-2.0	-2	-9	-2	/
35	N/C(=N\OC(=O)CCC1CCCC1)c1ccc([N+](=O)[O-])cc1	10	-4	/	-9	0.5
36	Cn1c(OCc2cccnc2)nc2c1c(=O)n(Cc1ccc(Br)cc1)c(=O)n2C	-1.0	-10	4	5	/

No.	BH1578 lux ind	3CLpro inhibitor	CCHFV vOTU inh	DUSP3 inh	BoNT-A LC inh2
25	-0.4	-2	0	18	0.3
26	i	1	17	-6	-3.6
27	-0.2	1	0	4	-0.4
28	-1.4	/	3	/	-0.2
29	-0.2	-3	3	30	0.2
30	-5.0	/	10	/	4.7
31	i	/	-15	/	-0.5
32	i	1	2	15	-0.9
33	-0.3	-8	2	1	-1.2
34	2.9	/	-10	/	-0.8
35	-0.5	3	-8	-2	0.6
36	0.4	2	0	10	0.6

# Going on with the list.
No.	molecule	PfHsp40 rescue	Anthrax LF prot	SSB-PriA inh	Y pestis TopoI	TcdB GH inh
37	CSc1cc(C)n(-c2ccccc2)c(=S)c1C(C)=O	-0.3	2	-12	6	/
38	CN(CCC#N)C(=O)COC(=O)c1ccc(CNS(=O)(=O)c2ccc(F)c(Cl)c2)cc1	-0.7	1	0	5	/
39	COCCCNC(=O)c1ccc(S(=O)(=O)c2ccc(Cl)cc2)c(NC(C)=O)c1	-1.0	-16	-4	-2	0.5
40	COc1ccc(C2CCCN2C(=S)Nc2ccccc2C)cc1OC (stereo unspecified)	-0.3	-4	3	2	0.8
41	FC(F)Sc1nc2ccccc2[nH]1	1.2	-7	-13	-6	-0.5
42	CCCN(C(=O)COC(=O)CCOc1ccccc1C)c1c(N)n(Cc2ccccc2)c(=O)[nH]c1=O	0.7	1	-17	18	0.8
43	CCCn1c(=O)c(/C(N)=N/O)nn(-c2cccc(C(F)(F)F)c2)c1=O	-1.4	8	/	-1	0.4
44	CCc1ccc(NC(=S)N(Cc2ccccc2)Cc2ccccn2)cc1	0.7	-4	-12	22	0.9
45	COc1cccc(/C=C/C(=O)OCC(=O)NC2CC2)c1	-0.3	1	0	1	0.6
46	CCn1cc(C(C)NC(=O)COc2ccc(Cl)cc2C)c(C)n1 (stereo unspecified)	0.5	-2	-1	-3	/
47	Cc1ccccc1C(=O)NN(C)c1nc2ccccc2nc1C(F)(F)F	1.3	1	-25	2	/
48	Cc1noc(C)c1-c1ccc2ncnc(NC(C)c3ccco3)c2c1 (stereo unspecified)	-0.1	-9	-6	-11	0.0

No.	BH1578 lux ind	3CLpro inhibitor	CCHFV vOTU inh	DUSP3 inh	BoNT-A LC inh2
37	i	4	7	10	-0.2
38	4.1	2	-3	-2	-0.5
39	-0.5	-1	-19	14	0.4
40	-0.6	3	0	11	-0.4
41	-0.5	3	5	-11	?
42	-0.1	-1	-3	5	-0.3
43	0.9	-1	-3	31	1.5
44	-0.3	5	-5	30	-1.2
45	i	/	-15	/	2.8
46	0.6	2	8	-9	-5.1
47	-0.3	-12	5	21	0.0
48	i	/	-6	/	-2.0

# The closing 2 records of the part above lead into the next.
No.	molecule	PfHsp40 rescue	Anthrax LF prot	SSB-PriA inh	Y pestis TopoI	TcdB GH inh
47	Cc1ccccc1C(=O)NN(C)c1nc2ccccc2nc1C(F)(F)F	1.3	1	-25	2	/
48	Cc1noc(C)c1-c1ccc2ncnc(NC(C)c3ccco3)c2c1 (stereo unspecified)	-0.1	-9	-6	-11	0.0
49	Nc1ncnc2c1ncn2[C@H]1C[C@H](O)[C@@H](COP(=O)(O)O)O1	4.0	-4	-3	-2	0.8
50	Cc1ccccc1OCc1nc2ccc(S(=O)(=O)N3CCOCC3)cc2[nH]1	0.1	0	-4	3	/
51	O=C(NCc1cccs1)c1csc([C@@H]2O[C@H](CO)[C@H](O)[C@H](O)[C@H]2O)n1	/	-6	/	3	-4.2
52	Cc1onc(-c2c(Cl)cccc2Cl)c1C(=O)N1CCN(c2ccccc2)CC1	6.0	2	5	16	0.6
53	COC(=O)c1sccc1NC(=O)Nc1ccc(C(C)=O)cc1	-0.9	-2	1	5	-2.5
54	COc1ccc(CNC(=O)c2sccc2C)cc1	-0.6	0	-13	1	-0.7
55	CCc1ccccc1NC(=O)CSc1nnc(Cn2nnc3ccccc32)n1C	-1.1	-5	-11	6	/
56	CCCCNC(=S)Nc1ccccc1F	0.0	-5	0	-2	/
57	Cn1sc(NC(=O)c2ccccc2)nc1=O	-0.9	-1	-4	-4	/
58	O=C(NCc1ccco1)c1ccccc1O	-1.9	2	-2	1	-13
59	O=C(NCc1ccco1)Nc1ccc(Br)cc1Cl	0.2	-6	4	5	/
60	O=C1Nc2ccccc2C1(O)c1ccccc1 (stereo unspecified)	0.6	-2	6	-4	2.3

No.	BH1578 lux ind	3CLpro inhibitor	CCHFV vOTU inh	DUSP3 inh	BoNT-A LC inh2
47	-0.3	-12	5	21	0.0
48	i	/	-6	/	-2.0
49	1.2	-2	6	-3	0.5
50	i	0	-11	16	-8.4
51	1.6	/	0	/	-0.2
52	-0.3	0	2	9	0.4
53	-5.9	2	3	23	-0.1
54	-0.1	1	-6	-17	1.3
55	-0.4	4	4	18	-1.6
56	i	-11	6	27	-0.4
57	i	-11	8	21	-0.7
58	i	-1	-9	17	1.3
59	i	-3	9	16	-1.0
60	-0.3	3	11	21	-0.8
